rCAG binder: binds r(CAG) RNA repeats. r(CAG) RNA repeat, TO-PRO-1 dye displacement fluorescence. inhibition, % at 3 µM. 370,000 tested, 1.3% active. AID 651821;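 active = inhibition above the plate cutoff, the mean of all test compounds on that plate plus 3 SD, cut at about 35% in these data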;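 note: 0% = DMSO alone and 100% = 100 µM mitoxantrone as full dye displacement; higher means more dye released from RNA so lower well fluorescence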
ADAM10 inh: ADAM10 inhibition, QFRET primary screen; recombinant ADAM10, EDANS/DABCYL FRET peptide cleavage, 3 h; O14672; inhibition, % at 7 µM; 370,000 tested, 0.62% active;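 active = inhibition above a per-campaign cutoff equal to the mean of compounds falling between control-based bounds plus 3 SD, cut at about 20% in these data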;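 note: 0% = DMSO wells while the 100% control is not disclosed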
NPR1 activator: GC-A (human) enzyme activation; 370,000 tested, 0.14% active; HEK293 GC-A cells, cGMP TR-FRET, EC30 ANP; 0% at EC30 ANP, 100% saturating ANP; AID 1671463; activation, % at 10 µM; in the data active = activation above about 40%
ASAP1 inh: blocks human ASAP1-stimulated Arf1 GTP hydrolysis. Q9ULH1. GDP FP detection. inhibition, % at 16.5 µM. 360,000 tested, 0.19% active. AID 624377; in the data active = inhibition above about 25%;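 note: 0% = vehicle with enzyme and substrate and 100% = no enzyme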
KLK7 zymogen act: proKLK7 (human) activation, primary screen. AID 652039. purified proKLK7, EDANS-DABCYL substrate fluorescence; 100% is mature enzyme control, 0% vehicle. activation, % at 7 µM. P49862. 370,000 tested, 0.9% active;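 active = activation above the mean of all tested compounds plus 3 SD, computed per campaign excluding outliers beyond control limits, cut at about 13% in these data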
DDE Tn6 FP inh: inhibitors of Tn6 peptide binding to human fibrin DD(E); inhibition, % at 8.3 µM; 370,000 tested, 0.21% active; Fibrin DD(E) TRITC-Tn6 fluorescence polarization displacement; P02675;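 active = inhibition above a per-campaign cutoff: mean of compounds within control limits plus 3 SD, cut at about 15% in these data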;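 note: 0% = median of all compound wells on the plate and 100% = blocking peptide control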
ARFGAP1 inh: rat ARFGAP1 inhibition; AID 651572; inhibition, % at 16.5 µM; Arfgap1-stimulated ARF1 GTP hydrolysis, GDP FP detection; Q62848; 360,000 tested, 0.26% active;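 active = inhibition above a per-plate limit, mean inhibition of low control wells plus 3 SD, cut at about 25% in these data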;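 note: 0% = DMSO wells with enzyme and 100% = wells lacking Arfgap1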
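Assay system: Rat Arfgap1 GAP domain (His6, aa 1-136), purified enzyme | Buffer or medium: HEPES 25 mM pH 7.5, NaCl 150 mM, MgCl2, DTT | Schedule: GTP hydrolysis reaction 2 h at 25 °C | Signal: FP of antibody-bound GDP Alexa 633 tracer, ex 620/em 688 nm | Measure: Percent inhibition of Arfgap1-stimulated GTP hydrolysis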
NPR2 activator: GC-B (human) receptor activation; HEK293-GC-B cells, CNP EC30, cGMP TR-FRET; 0% at EC30 CNP, 100% saturating CNP; activation, % at 10 µM; 370,000 tested, 0.11% active;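 active = activation at 10 µM reaching about 35% in either raw or pattern-adjusted values, limit read from the data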
Target sequence (P20594 whole entry, looked up): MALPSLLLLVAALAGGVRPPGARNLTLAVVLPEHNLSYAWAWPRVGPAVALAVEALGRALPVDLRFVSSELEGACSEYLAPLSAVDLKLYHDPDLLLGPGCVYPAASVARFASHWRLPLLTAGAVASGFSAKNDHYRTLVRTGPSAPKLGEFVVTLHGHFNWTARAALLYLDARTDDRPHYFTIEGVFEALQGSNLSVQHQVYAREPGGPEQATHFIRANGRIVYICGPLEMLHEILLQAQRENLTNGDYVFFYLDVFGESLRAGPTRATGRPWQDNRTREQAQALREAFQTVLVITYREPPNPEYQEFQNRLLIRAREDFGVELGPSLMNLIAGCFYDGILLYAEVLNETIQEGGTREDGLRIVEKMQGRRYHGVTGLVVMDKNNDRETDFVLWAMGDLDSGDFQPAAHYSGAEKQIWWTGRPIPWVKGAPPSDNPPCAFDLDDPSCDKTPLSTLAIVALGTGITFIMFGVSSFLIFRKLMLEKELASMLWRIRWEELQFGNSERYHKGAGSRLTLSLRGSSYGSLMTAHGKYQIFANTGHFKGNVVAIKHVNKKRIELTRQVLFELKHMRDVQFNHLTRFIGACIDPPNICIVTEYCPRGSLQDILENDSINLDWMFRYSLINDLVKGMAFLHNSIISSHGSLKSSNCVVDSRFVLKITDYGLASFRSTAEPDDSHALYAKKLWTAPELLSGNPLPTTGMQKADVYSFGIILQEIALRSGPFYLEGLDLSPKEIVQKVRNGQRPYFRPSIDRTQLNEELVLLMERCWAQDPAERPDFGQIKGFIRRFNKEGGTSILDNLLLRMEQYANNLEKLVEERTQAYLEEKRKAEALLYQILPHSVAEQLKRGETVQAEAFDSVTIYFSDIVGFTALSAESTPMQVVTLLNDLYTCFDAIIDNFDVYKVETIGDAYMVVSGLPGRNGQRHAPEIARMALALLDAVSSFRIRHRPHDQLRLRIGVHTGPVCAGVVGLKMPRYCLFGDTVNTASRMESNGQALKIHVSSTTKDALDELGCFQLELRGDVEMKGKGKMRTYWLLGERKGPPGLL
HGIII-sPLA2 inh: Blocks human group III sPLA2 activity. Q9NZ20. QFRET BODIPY PC-A2 liposome hydrolysis, fluorescence. inhibition, % at 12.2 µM. 370,000 tested, 0.56% active. AID 743126;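 active = inhibition above mean plus 3 SD of compounds lying within the high and low control bounds, cut at about 19% in these data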;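 note: 0% = median of test compound wells and 100% = no enzyme DMSO wells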
GAA850 FXN act: frataxin GAA850 promoter activation; HEK293 lucGAA850 FXN promoter luciferase reporter, 24 h; percent of 10 µM SAHA response; activation, % at 6 µM; 360,000 tested, 0.56% active;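 active = activation above the average of all compounds screened plus 3 SD, cutoff fixed separately per campaign, cut at about 7.5% in these data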;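 note: 0% = DMSO wells and 100% = 10 µM SAHA wells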
Active calls of the source: *; nt = not tested or not shown. Random draw from the library; overall some 4.5% were active at least once.

SMILES	rCAG binder	ADAM10 inh	NPR1 activator	ASAP1 inh	KLK7 zymogen act	DDE Tn6 FP inh	ARFGAP1 inh	NPR2 activator	HGIII-sPLA2 inh	GAA850 FXN act
COc1ccc(NC(=O)c2cc3ccccc3o2)cc1OC	-4	-1	0	12	-0.7	-6	8	1	-1	3.3
c1ccc(C2c3[nH]c4ccccc4c3CCN2Cc2cccn2-c2cccnc2)nc1 (stereo not given)	-3	-2	-21	7	0.2	4	10	-9	-5	0.8
O=C(CCl)NC(Cc1ccccc1)C(=O)OCC(=O)c1ccc(-c2ccccc2)cc1 (stereo not given)	10	-1	-1	-9	-0.6	-1	-11	-1	-8	0.6
C(#CC12CC3CC(CC(C3)C1)C2)CN1CCOCC1	-6	-4	8	-1	0.2	-9	11	1	4	0.6
O=C(Cn1c(Cc2ccccc2)nc2ccccc21)NCc1ccc2c(c1)OCO2	-1	5	-5	6	-0.3	-1	3	-3	7	0.4
CC1(C)CC(=O)C=C(Nc2ccc(OCC(F)(F)C(F)F)cc2)C1	-6	-10	8	6	0.6	1	-5	-3	-10	-0.2
Cc1cccc(NS(=O)(=O)c2cnc[nH]2)c1	1	-1	0	-10	0.1	-4	6	-1	-18	-2.0
CCOc1ccc(-c2c(C(=O)N/N=C(\C)c3ccco3)nnn2-c2nonc2N)cc1	4	9	2	11	-7.1	-5	11	2	-6	-1.1
COC(=O)COC(=O)CC(CC(N)=O)c1ccccc1 (stereo not given)	-2	-4	-3	3	0.1	-5	0	5	-2	0.8
Cc1cc(C(=O)N2CCC2(C)C(=O)Nc2ccc3[nH]ncc3c2)nn1C (stereo not given)	1	-11	-4	7	0.1	1	-5	4	-1	-0.5
CSC1=NCCN1C(=O)c1cccc(Br)c1	0	6	5	4	-0.2	-3	3	-1	6	0.1
Cc1ccc(OCc2nc3ccccc3n2C(C(=O)NC(C)(C)C)c2ccccc2)cc1 (stereo not given)	0	-1	-23	-8	-0.6	4	-8	-9	-4	nt
CN(CC(=O)Nc1ccc(F)cc1)C(=O)COC(=O)/C=C/c1cccs1	2	7	0	4	0.8	1	8	0	4	1.2
CCC(NC(=S)NCc1ccc(F)cc1)c1ccc(C)cc1 (stereo not given)	-6	-7	0	-7	-0.4	1	-1	-5	-13	-3.3
Cc1ccc(N2CCCCn3c2nc2c3c(=O)[nH]c(=O)n2C)cc1	-1	6	0	-10	-0.1	-4	-6	-2	3	-3.1
Oc1ccc(/C=N/Nc2ccnc3cc(Cl)ccc23)cc1O	24	-12	-7	-15	-0.3	-18	6	-14	14	4.0
O=C(O)C(Cc1ccccc1-c1ccccc1)C(=O)O	-1	0	1	-8	0.0	5	0	2	-1	1.2
CCCC1CCC2(CC1)CCC2OC(=O)Nc1ccccc1OC (stereo not given)	nt	3	-5	nt	nt	-10	nt	0	-2	nt
CC(C)(C)c1ccc(/C=N/NC(=O)c2ccccn2)cc1	-5	13	-4	12	0.2	2	2	0	7	0.1
O=C(NCCCn1ccnc1)c1ccncc1	-2	-3	1	-19	0.3	2	-12	3	0	0.1
CC1C=CCC2C(=O)N(c3ccc(OC(=O)c4ccco4)cc3)C(=O)C12 (stereo not given)	-3	3	2	3	0.1	0	3	2	-10	2.9
NC(=O)c1c(NC(=O)c2ccc(F)cc2Cl)sc2c1CCC2	9	5	-3	6	3.1	2	-6	-11	-8	5.3
Cc1nonc1C(=O)N1CCCC(N2CCN(c3ccc(F)cc3)CC2)C1 (stereo not given)	-8	3	2	10	-0.6	1	15	2	0	0.7
O=C1Nc2ccccc2N=C(c2ccc3c(c2)OCO3)C1N(C(=O)c1ccc2ccccc2c1)C1CC1 (stereo not given)	14	-15	-10	15	-0.8	-2	6	-4	1	nt
CN(C)C(CNC(=O)c1cccc(C#N)c1)c1ccco1 (stereo not given)	3	-1	5	6	0.1	4	-12	-1	-4	1.7

Limited to ASAP1 inh (4 entries from above):
Structure,ASAP1 inh
COC(=O)COC(=O)CC(CC(N)=O)c1ccccc1 (stereo not given),3
Cc1cc(C(=O)N2CCC2(C)C(=O)Nc2ccc3[nH]ncc3c2)nn1C (stereo not given),7
CSC1=NCCN1C(=O)c1cccc(Br)c1,4
Cc1ccc(OCc2nc3ccccc3n2C(C(=O)NC(C)(C)C)c2ccccc2)cc1 (stereo not given),-8

(more compounds)
SMILES	rCAG binder	ADAM10 inh	NPR1 activator	ASAP1 inh	KLK7 zymogen act	DDE Tn6 FP inh	ARFGAP1 inh	NPR2 activator	HGIII-sPLA2 inh	GAA850 FXN act
CC(=O)c1cc2c(cc1NC(=O)CSc1nnc(C)s1)OCO2	0	-53	6	-6	1.5	-2	5	-1	3	2.2
COc1ccc(C(c2nnnn2Cc2ccc(F)cc2)N2CCN(c3ccc(OC)cc3)CC2)cc1 (stereo not given)	0	7	-2	7	-0.1	2	9	-4	7	-1.4
Cc1sc(NC(=O)CCCCC(=O)Nc2sc(C)c(C)c2C(=O)O)c(C(=O)O)c1C	3	-7	2	-8	0.0	4	-3	2	5	-0.7
Cc1ccnc(NC(=O)CCC(=O)N(CC(=O)NCCc2ccccc2)c2ccc(F)cc2)c1	-5	-1	-3	5	-0.2	-3	-5	-6	0	2.2
CN(CC(=O)Nc1ccc(F)c(F)c1F)C(=O)c1ccc2c(c1)S(=O)(=O)N=C1CCCCCN12	-5	0	-2	-16	-0.3	-6	4	5	6	0.1
O=C(CCC1CCCN(Cc2ccc(O)c(Cl)c2)C1)NCc1ccccc1F (stereo not given)	-3	-9	3	-4	-0.3	6	12	-3	-4	0.7
CCc1ccc(N2C(=O)c3sc4nnc(-c5ccccc5)c(=O)n4c3C2=O)cc1	23	2	31	0	-0.1	-1	4	-2	-4	-1.1
CCCCNC(=O)C[C@@H]1C[C@@]2(C(=O)OCC)CCCC=C2N(Cc2ccc3c(c2)OCO3)C1=O	1	-5	-3	6	0.9	5	-6	6	-3	nt
COc1ccccc1-c1nnc(SCC(=O)NNC(=O)c2ccccc2F)n1C	2	-7	1	7	0.0	-2	-6	4	11	0.5
O=[N+]([O-])c1cc(S(=O)(=O)c2ccc(N3CCCCC3)c([N+](=O)[O-])c2)ccc1N1CCCCC1	3	-9	2	-4	0.3	1	12	4	13	-2.7
O=C(NCC1CCCN(C2Cc3ccccc3C2)C1)c1cccs1 (stereo not given)	6	-3	1	-6	-0.5	-4	-9	4	-2	-1.6
CC(C)(C)C(=O)C1=C(O)C(=O)N(c2ccccc2)C1c1ccccc1 (stereo not given)	1	-9	5	4	0.5	-2	-2	-4	0	-2.2
Cc1oc(-c2ccccc2F)nc1CSCC(=O)NC1CCCC1	-4	3	1	-9	0.2	-6	2	-2	1	-1.3
CCC(NC(=O)c1cc(COc2ccc(F)cc2Cl)on1)c1ccncc1 (stereo not given)	-4	3	18	-1	0.4	-6	6	0	-7	0.5
O=C(NC1CCCC1)c1ccc(CN2CCOCC2)cc1	2	-5	0	0	-0.1	0	13	0	4	0.2
Cc1ccc(Cl)cc1NC(=O)Nc1c(C)n(C)n(-c2ccccc2)c1=O	1	2	3	2	0.6	-4	-4	3	3	0.8
NC(=O)NCc1ccc(Cl)cc1	1	-5	1	21	-0.9	-4	5	-1	14	1.2
CC(=O)c1cnc2c(-c3ccccc3)c(C)nn2c1C	-4	8	1	-8	-0.2	0	-16	-2	-13	1.1
O=C1CC(N2CCCCCC2)C(=O)N1c1ccc(F)cc1 (stereo not given)	-2	-7	2	-1	0.9	-5	6	1	-2	-0.3
COCCOC(=O)C1=C(C)Nc2ncnn2C1c1ccccc1 (stereo not given)	1	-6	4	1	0.3	2	10	2	0	-0.4
Cc1ccc(Nc2nc(N)nc(CSc3nccn3C)n2)cc1	2	-6	-8	12	0.5	5	8	3	4	4.7
Cc1ccc(OCC(=O)Nc2ccc(S(=O)(=O)N3CCCCC3)cc2)c([N+](=O)[O-])n1	12	9	-1	-4	-0.6	1	5	1	-9	-1.6
O=C(Cc1c[nH]c2ccccc12)NCc1ccccc1F	2	-10	3	4	-0.7	-5	14	1	6	1.5
CC(C)c1nnc2n1N=C(c1ccc(Cl)cc1)CS2	-4	1	3	1	0.0	-11	9	4	4	2.8
Cc1ccc(C(=O)Nc2cccc(C(F)(F)F)c2)cc1Nc1ccccn1	0	7	-15	-9	-0.2	5	4	-12	-7	2.9
Later entries.
SMILES	rCAG binder	ADAM10 inh	NPR1 activator	ASAP1 inh	KLK7 zymogen act	DDE Tn6 FP inh	ARFGAP1 inh	NPR2 activator	HGIII-sPLA2 inh	GAA850 FXN act
CC(C)C[C@H](NC(=O)c1[nH]cnc1C(=O)N[C@@H](Cc1ccccc1)C(=O)OCc1ccccc1)C(=O)OC(C)(C)C	17	17	3	0	-0.2	-16	19	7	-15	-0.8
O=C1C(c2ccccc2)SC(=Nc2ccccc2)N1S(=O)(=O)c1ccccc1 (stereo not given)	12	2	1	2	-0.4	-1	11	5	-6	2.9
COc1ccc(C(=O)NC(C)Cc2c[nH]c3ccccc23)cc1 (stereo not given)	2	7	-2	-16	-0.2	5	13	-2	-43	2.2
CCOc1ccc(C(=O)OCC(=O)NC(C)C)cc1	-3	-1	-7	-1	0.0	-1	-1	4	-3	2.8
Cc1ccc(-c2noc(CCC(=O)N3CCN(c4cccc(C(F)(F)F)c4)CC3)n2)cc1	-3	-6	-1	24	-0.3	-1	3	1	-3	0.5
C=CCn1cnc2scc(-c3ccc(C)cc3)c2c1=O	0	-5	0	-3	0.3	2	1	-6	7	-1.2
Cc1ccc(CNC(=O)C2CCN(C(=O)c3cccc(Cl)c3)CC2)cc1	-8	1	-2	6	-0.2	4	9	5	2	-1.9
CCn1c2ccc(C)cc2c2nnc(SCCN3CCOCC3)nc21	-4	6	13	4	-0.6	5	13	6	4	4.5
O=C(CN1C(=O)CCOc2ccccc21)Nc1ccc(Cl)c(S(=O)(=O)N2CCOCC2)c1	4	-16	-6	3	0.1	4	-5	4	-4	0.0
CC(C)(C)NC(=O)C(=O)NNC(=O)COc1ccccc1	0	10	1	-13	-0.6	-1	1	0	0	1.7
CCC(=O)OC1(C)C(=O)C=C2C=C(c3ccc(C#N)cc3)OC=C2C1=O (stereo not given)	42*	-13	-3	8	-0.7	2	3	6	8	0.0
O=C(NCCCN1CCOCC1)C(=O)N/N=C/c1ccccc1Cl	0	13	1	0	0.0	-1	-1	5	5	2.8
CCOC(=O)N(C)c1c(CC)nc2c(OCc3ccc(F)c(F)c3)cccn12	-3	-6	4	15	-0.1	-7	-2	6	5	-1.9
Cc1cc(Cl)c2cc3ccccc3cc2n1	0	-3	-5	-2	0.1	4	6	-5	2	-0.5
O=S(=O)(c1ccc2ccccc2c1)N1CCCOC1	-2	-14	2	2	-0.1	1	-8	6	-4	-0.2
Cc1ccc(N2C(=O)CN=C2Nc2nc(C)cc(C)n2)cc1	-1	1	2	-6	0.2	0	13	9	5	-2.2
CSCCNC(=O)c1ccc2nc(Cc3ccccc3F)oc2c1	-5	-7	-4	4	0.4	0	-9	3	-3	3.8

Screening results from PubChem BioAssay.
